# H69AR inhibit: growth inhibitors of human H69AR lung tumor cells. H69AR lung tumor viability, ATP luminescence, 72 h; hits give low values. viability, % at 10 µM. 85,000 compounds, 6% hits. AID 598;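 active means viability at or below 40%; inactive means viability above 40%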;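 further: multidrug resistant small cell line overexpressing MRP-1 efflux transporter; 100% = mean luminescence of untreated control wells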
# TNFa cytotox: HUVEC cytotoxicity counter-screen, TNF alpha stimulated. HUVEC TNFalpha-stimulated, Hoechst cell count, imaging. 93,000 compounds, 0.17% hits. AID 848. cell count reduction, % at 2 µM;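 active means cell count reduction exceeding the screen mean by over 5 SD, scaled to untreated wells per plate, cut at about 78% in these data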;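 further: cells counted after 24 h of TNF alpha exposure following the 1 h pretreatment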
# HUVEC prolif 384: inhibitors of human endothelial cell proliferation. AID 648. HUVEC proliferation, CellTiter-Glo luminescence, 72 h; hits give low values. viability, % at 10 µM (by protocol). 86,000 compounds, 1.1% hits;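 active means viability at or below 30%; inactive means viability above 30%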;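 further: 100% = median luminescence of DMSO-only cell control wells on each plate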
# IL1B cytotox: HUVEC cytotoxicity counter-screen, IL-1B stimulated | HUVEC cell count loss, Hoechst imaging | cell count reduction, % at 2 µM | 94,000 compounds, 0.41% hits | AID 845;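 active means cell count reduction more than 3 SD above the screen-wide mean, cut at about 70% in these data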;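 further: normalized per plate to untreated control cells as the no-loss baseline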
# PTK2B oligo ant: Pyk2 (human) oligomerization antagonism; Q14289; Q293 cells, Pyk2 FERM NanoBiT luminescence; hits give low values; z-score (the deposit names both 25 µM and 10 µM); 99,000 compounds, 0.83% hits; AID 1347419;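 active means Z-score of -3 or lower, scaled per plate to the spread of control and sample wells; inactive means z-score above -3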;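 further: negative z-score means lost luminescence so less FERM oligomerization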
# Target sequence (Q14289 whole entry, looked up): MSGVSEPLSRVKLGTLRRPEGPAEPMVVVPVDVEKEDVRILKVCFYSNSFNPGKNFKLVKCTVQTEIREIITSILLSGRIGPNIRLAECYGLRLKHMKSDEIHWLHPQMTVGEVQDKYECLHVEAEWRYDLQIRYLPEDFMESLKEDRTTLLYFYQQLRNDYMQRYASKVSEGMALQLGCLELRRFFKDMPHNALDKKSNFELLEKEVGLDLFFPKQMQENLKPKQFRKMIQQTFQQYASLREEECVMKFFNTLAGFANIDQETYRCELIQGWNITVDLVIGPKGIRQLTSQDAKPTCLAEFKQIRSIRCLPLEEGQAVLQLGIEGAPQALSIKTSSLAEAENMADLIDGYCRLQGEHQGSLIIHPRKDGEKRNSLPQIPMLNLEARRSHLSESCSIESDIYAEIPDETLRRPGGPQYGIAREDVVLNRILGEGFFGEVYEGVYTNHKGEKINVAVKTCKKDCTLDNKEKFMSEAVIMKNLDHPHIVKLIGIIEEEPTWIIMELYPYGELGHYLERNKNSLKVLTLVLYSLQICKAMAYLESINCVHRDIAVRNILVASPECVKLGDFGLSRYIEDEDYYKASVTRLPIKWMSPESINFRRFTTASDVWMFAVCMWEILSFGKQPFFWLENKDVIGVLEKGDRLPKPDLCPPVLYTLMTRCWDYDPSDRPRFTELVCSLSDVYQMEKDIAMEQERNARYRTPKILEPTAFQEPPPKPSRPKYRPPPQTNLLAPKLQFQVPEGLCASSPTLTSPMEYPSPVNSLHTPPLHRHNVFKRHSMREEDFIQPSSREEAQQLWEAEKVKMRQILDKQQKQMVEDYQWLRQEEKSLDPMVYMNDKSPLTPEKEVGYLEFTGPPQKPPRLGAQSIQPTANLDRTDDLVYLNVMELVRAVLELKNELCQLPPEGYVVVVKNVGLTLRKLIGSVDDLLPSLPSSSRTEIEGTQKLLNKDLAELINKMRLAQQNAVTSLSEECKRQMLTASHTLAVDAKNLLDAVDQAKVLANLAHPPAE
# Smad3 FoxH1 inh: blocks human Smad3 binding to FoxH1 peptide. P84022. TR-FRET Smad3/Dy647-FoxH1 peptide binding, europium anti-His. inhibition, % at 25 µM. 88,000 compounds, 0.29% hits;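 active means compounds that reduce the energy-transfer binding signal between the protein and its labelled peptide by more than half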;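 further: 0% = Smad3 plus labelled peptide maximal FRET and 100% = peptide-only background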
# VCAM1 TNFa inh: reduces TNF alpha induced VCAM1 expression in HUVEC. HUVEC TNFa-induced VCAM-1 immunofluorescence, high-content imaging. inhibition, % at 2 µM. 95,000 compounds, 0.48% hits;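 active means inhibition above the batch mean plus 3 SD, with images confirmed as a hit by eye, cut at about 37% in these data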;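 further: 0% = TNF-stimulated DMSO wells and 100% = unstimulated control wells; not every result past the cut was called active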
# cytoskel mod: modifiers of cytoskeleton assembly. HUVEC TNFa F-actin phalloidin imaging, high content. AID 836. inhibition, % at 2 µM. 91,000 compounds, 0.18% hits;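 active means inhibition above the batch mean plus 3 SD and confirmed as a hit by visual image inspection, cut at about 30% in these data, passing the limit was not always enough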; further: strong numbers were not always called active
# Fibroblast inh: blocks proliferation of human lung fibroblasts; LL 47 human lung fibroblast viability, ATP luminescence; hits give low values; viability, % at 10 µM; 85,000 compounds, 1.1% hits;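 active means viability at or below 50% in the single dose screen; inactive means viability above 50%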;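 further: compound exposure lasted 72 h before the ATP readout; 100% = median luminescence of untreated cell-only wells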
#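 Material: Human LL 47 lung fibroblast cells | Input: 1,150 cells/well | Buffer or medium: IMEM plus 15% FBS | Compound dosing: 0.1% DMSO in all compound wells | Times: Overnight cell rest, 72 h compound treatment at 37 °C | Signal: CellTiter-Glo luminescence measuring cellular ATP | Measure: % viability versus median cells-only luminescence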
# Active calls of the source: *; nt = not tested or not shown; [ ] = dose if it differs, or a comment. Not all compounds are listed; the hit share may differ from the screen's.
SMILES,H69AR inhibit,TNFa cytotox,HUVEC prolif 384,IL1B cytotox,PTK2B oligo ant,Smad3 FoxH1 inh,VCAM1 TNFa inh,cytoskel mod,Fibroblast inh
COC(=O)c1c(NC(=O)CSc2nnc(-c3ccco3)n2C)sc(C)c1C,70,-18,95,-28,-0.48,8,12,6,104
CC1N(O)C(c2ccc(Cl)cc2Cl)N(O)C1(C)C (stereo not drawn),93,nt,91,-9,0.5,7,nt,nt,96
CN=CC1=C(O)c2ccccc2C1=O,93,-18,100,-2,1.4,9,-2,-35,94
COc1c(F)c(F)c(C(=O)Nc2ccccc2N2CCN(C(=O)C(C)C)CC2)c(F)c1F,84,-30,97,-34,0.32,-3,47,-10,99
CCCOc1cccc(C(=O)N(Cc2ccc(OC)c(OC)c2)C2CCS(=O)(=O)C2)c1 (stereo not drawn),74,-13,103,-13,1.9,-6,13,6,107
O=c1c2c(nc3nc[nH]n13)CCC2,98,-25,93,-34,1,9,1,17,100
O=C(C1=C(O)C(=O)N(Cc2ccccc2)C1c1cccnc1)c1ccco1 (stereo not drawn),96,9,75,-6,0.17,14,16,-22,92
c1ccc2[nH]c(CSc3nc4ccccc4s3)nc2c1,86,-10,89,0,0.79,7,9,7,104
O=c1[nH]cnc2cc(-c3ccccc3)sc12,nt,-6,nt,17,-0.4,nt,5,-29,nt
COc1cccc(C(=O)Nc2ncc3c(n2)CC(C)CC3=O)c1 (stereo not drawn),97,-12,94,31,1.5,8,-13,-3,97

# In the list so far, two contain a thiophene ring, fused or not.
SMILES,H69AR inhibit,TNFa cytotox,HUVEC prolif 384,IL1B cytotox,PTK2B oligo ant,Smad3 FoxH1 inh,VCAM1 TNFa inh,cytoskel mod,Fibroblast inh
COC(=O)c1c(NC(=O)CSc2nnc(-c3ccco3)n2C)sc(C)c1C,70,-18,95,-28,-0.48,8,12,6,104
O=c1[nH]cnc2cc(-c3ccccc3)sc12,nt,-6,nt,17,-0.4,nt,5,-29,nt

# Next entries:
SMILES,H69AR inhibit,TNFa cytotox,HUVEC prolif 384,IL1B cytotox,PTK2B oligo ant,Smad3 FoxH1 inh,VCAM1 TNFa inh,cytoskel mod,Fibroblast inh
CCC1(CC)C(=O)NC(=O)NC1=NCCc1c[nH]c2ccccc12,87,-28,93,-24,1.1,-4,12,-18,99
Cc1ccccc1-n1nc(C)c2cc(C(=O)NC3CC3)sc21,66,-33,89,-4,0.03,8,0,16,78
COc1ccc(CN2C(=O)CN(C3CCCCCC3)C(=O)C2c2ccc(OC)c(OC)c2)cc1 (stereo not drawn),89,-48,104,-11,-0.24,4,0,0,95
Cc1ccc(OCC(O)CN2CCN(CC(O)COc3ccc(C)cc3Cl)CC2)c(Cl)c1 (stereo not drawn),2.0*,-22,73,-36,0.14,9,1,-12,93
COC(=O)c1c(C)[nH]c(C(=O)CSc2ccc(Cl)cc2)c1C,81,-12,71,-5,1.1,-7,10,7,90
Cc1csc(NC(=O)CSc2nnc(-c3cccs3)n2C)n1,97,-27,99,-15,0.12,0,12,65*,105
O=C(CCCN1C(=O)c2ccccc2C1=O)NCc1ccco1,91,12,93,-11,0.16,8,2,2,98
CCOC(=O)C1CCCCN1Cc1cccc(C(F)(F)F)c1 (stereo not drawn),84,-7,82,13,0.66,3,-6,-15,95
COc1ccc(N2CCc3c(C)nc4c(OC)cc(OC)cc4c32)c(OC)c1,nt,1,nt,-11,-0.23,nt,1,-40,nt
O=C(/C=C/c1cccs1)c1cc(F)ccc1OC(=O)N1CCOCC1,nt,-22,nt,-2,-0.23,nt,4,11,nt
Cc1ccccc1-n1nc2c(c1NC(=O)c1cc3ccccc3oc1=O)CS(=O)C2 (stereo not drawn),90,-32,92,5,-0.3,8,-8,20,101
Cc1csc(NC(=O)c2c(O)c3c(n(CC(C)C)c2=O)CCCC3)n1,33*,-25,119,7,-0.55,2,-7,16,91
Cc1cccc(-c2csc(N)c2C(=O)OC(C)C)c1,64,-3,74,-11,-0.86,2,14,9,79
O=C(Nc1nc2ccccc2s1)C1CCCO1 (stereo not drawn),98,15,102,-1,0.13,-1,-3,26,103
COc1ccc(C2C(=O)c3ccccc3C2=O)c(OC)c1,nt,-54,nt,-38,0.49,nt,-16,20,nt
CC(C)C(NC(=O)c1cccs1)C(=O)NC1=NCCS1 (stereo not drawn),89,nt,96,-18,0.05,5,1,12,92
CC1(C)Cc2cccc(OCC(=O)NC3CC3)c2O1,nt,-37,nt,-5,0.14,nt,-19,9,nt
Cc1nn(-c2ccccc2)c(Cl)c1/C=C(\CC(=O)O)c1nc2ccccc2s1,nt,2,nt,23,-0.37,nt,1,5,nt
CCCCc1cc(=O)oc2cc(C)cc(OCC(=O)O)c12,89,nt,94,nt,-0.2,5,nt,nt,99
Cc1ccc(-n2c(=O)cc(N3CCc4ccccc4C3)[nH]c2=O)cc1,62,-41,95,17,-0.47,4,-14,18,92

# A few values from the results shown.
# COc1ccc(C2C(=O)c3ccccc3C2=O)c(OC)c1 in PTK2B oligo ant reads 0.49
# Cc1cccc(-c2csc(N)c2C(=O)OC(C)C)c1 in PTK2B oligo ant reads -0.86

# Other entries follow.
SMILES,H69AR inhibit,TNFa cytotox,HUVEC prolif 384,IL1B cytotox,PTK2B oligo ant,Smad3 FoxH1 inh,VCAM1 TNFa inh,cytoskel mod,Fibroblast inh
O=C(Cn1c(=O)n(Cc2ccco2)c(=O)c2c3c(sc21)CCCC3)Nc1ccccc1,95,-3,89,3,-0.2,3,-1,-10,92
CC(NC(=O)Cc1cccs1)c1ccncc1 (stereo not drawn),102,-16,82,4,-0.14,5[fluorescence artefact?],19,6,87
COc1ccc(CN(C(C)=O)c2cccc(C)c2C)cc1,19*,-12,58,-20,0.23,6,14,-16,82
COC(=O)c1ccccc1NC(=O)C1CC(=O)N(c2ccc(C)cc2)C1 (stereo not drawn),35*,-9,76,-10,0.81,14,-7,nt,96
CC1CCCC(C)N1C(=O)c1ccccc1Nc1ccc(SC(F)F)cc1 (stereo not drawn),nt,-17,nt,2,-1.8,nt,-6,3,nt
COc1cc(S(=O)(=O)N2CCN=C2c2ccccc2)ccc1F,23*,-2,65,10,-0.04,-14,-8,-5,92
COC(=O)CSc1nc(N2CCOCC2)c2c(c1C#N)CC(C)(C)N(C)C2,85,-16,113,-15,1.8,4,9,16,97
CCC(C)N=CC1=C(O)CC(c2ccccc2)CC1=O (stereo not drawn),55,-15,100,-5,-0.29,1,8,13,93
O=C(Nn1c(O)c(C=C2N=c3ccccc3=N2)sc1=S)c1ccccc1,89,-16,84,88*,-0.48,-10,16,2,92
CC1CCN(c2oc(-c3cccc4ccccc34)nc2C#N)CC1,54,nt,98,94*,1.4,11[fluorescence artefact?],-45,-20,107
CN(C)c1ccc(-c2nnn(Cc3ccccc3Br)n2)cc1,90,25,96,15,-1.9,0,-8,7,98
Cc1cccc(N2CCN(C(=O)c3cccc(N4C(=O)C5CC=CC(C)C5C4=O)c3)CC2)c1C (stereo not drawn),94,-27,86,3,1.1,-7,3,-5,98
COC(=O)COc1cccc(NC(=O)COc2ccccc2)c1,85,-4,95,-24,0.07,14,14,-2,99
Cc1nc2c([nH]c3ccc(Br)cc32)s1,85,-18,105,22,-0.56,-3,17,3,103
Cc1nn(C)cc1/C=C/C(=O)c1ccccc1,nt,-7,nt,-22,0.62,nt,5,-10,nt
CCOC(=O)Nc1nc(-c2ccccc2)c(C(=O)c2ccccc2)s1,nt,58,nt,49,-2.8,nt,78*,0,nt
O=C(CSc1nc2ccccc2o1)N1c2ccccc2Sc2ccc(Cl)cc21,nt,4,nt,16,-1.4,nt,-7,4,nt
Cc1nc2[nH]c(=S)[nH]c2cc1Br,nt,7,nt,4,1.6,nt,-3,-24,nt
O=C(O)C1C2C=CC(C2)C1C(=O)N1CCN(CCO)CC1 (stereo not drawn),103,-12,104,-26,0.26,-3[fluorescence artefact?],0,-18,97
Cc1ccc2c(c1)NC(=O)C(CC(=O)NCCCN1CCCCC1)O2 (stereo not drawn),89,0,91,8,nt,5,22,-8,101
Cn1c(=O)c(=O)n(C)c2cc(S(=O)(=O)CCC(=O)N3CCOCC3)ccc21,98,-2,116,5,nt,1,4,10,108
COc1cccc(-c2nnc(NC(=O)C(C)C)o2)c1,81,-13,97,-9,nt,-8,14,-4,99
N#CCCN(Cc1cccnc1)S(=O)(=O)c1ccc(S(=O)(=O)N2CCCCCC2)cc1,69,-22,104,-5,0.14,0,16,10,98
COc1cccc(NC(=O)CSc2nnc(-c3ccoc3C)n2CC2CCCO2)c1 (stereo not drawn),81,11,108,2,-0.37,-2,1,1,102
COc1ccc(CCn2c3c(c(=O)[nH]c2=O)C(NC(=O)c2cccs2)(C(F)(F)F)C(=O)N3)cc1OC (stereo not drawn),93,6,104,4,-0.13,-3,3,2,102
O=C(Nc1ccc2c(c1)OCO2)C1CCCN1C(=O)NCc1ccccc1 (stereo not drawn),99,-19,99,10,-1.1,7,11,-4,107
CC(Oc1ccccc1)C(=O)Nc1ccccc1O (stereo not drawn),76,-6,86,-47,-0.2,-20,2,-8,86
O=C1CC(NCc2ccccc2F)C(=O)N1c1ccccc1 (stereo not drawn),98,7,101,19,0.35,-1,-3,-29,100
Cc1cc(OCC(=O)c2ccc(Br)cc2)ccc1N1C(=O)CCC1=O,98,-20,101,-27,1.6,-1,2,11,103
COc1cc(S(=O)(=O)NC2CCCCC2)ccc1F,93,-11,90,12,-0.28,18,-4,nt,103
Cc1ccc(NCc2nnc(SCC(=O)Nc3ncc(C)s3)n2CC2CCCO2)c(C)c1 (stereo not drawn),87,-39,96,-43,0.65,8,23,nt,88
COc1ccccc1NS(=O)(=O)c1ccc(NC(=O)c2nc3ncccn3n2)cc1,102,0,103,4,0.45,4,-2,-8,100
Nc1cccc(C(=O)O)c1,99,nt,106,nt,nt,-1,nt,nt,97
N#CC1=C(N)OC2=C(C(=O)CCC2)[C@]12C(=O)N(CC(N)=O)c1ccccc12,93,-21,94,8,1.3,13[fluorescence artefact?],9,-15,96
NC(=O)C1CCCN(C(=O)Nc2cccc3ccccc23)C1 (stereo not drawn),89,-1,95,2,-1.1,-6,17,-10,99
CCOC(=O)N1CCN(C(=O)CSCc2ccc(C)cc2)CC1,nt,-7,nt,-22,0.73,nt,-1,7,nt
CSc1nc(-c2ccccc2)nn1S(=O)(=O)c1ccccc1,96,-16,88,-48,-0.66,9,-2,-3,98
O=C(CCSc1nc2cc(Cl)ccc2o1)N1CCOCC1,99,-20,94,-13,0.71,-15,10,-5,99
Cc1nc2nc(-c3ccccc3)cn2nc1C,80,nt,83,nt,0.09,1,nt,nt,110
O=C(CSc1ncn(-c2ccccc2)n1)Nc1ccc2c(c1)OCO2,66,nt,89,nt,0.68,-7,nt,nt,99
Cc1c(Cl)c(-c2n[nH]c(=S)n2Cc2ccco2)nn1C,nt,-42,nt,13,-0.47,nt,-7,-11,nt
CCOC(=O)c1sc2nccc(N(C)C)c2c1N=CNOC,89,-25,103,nt,-0.28,13,-16,8,114
CN1C(=O)/C(=C/c2cc(N=Nc3ccccc3)ccc2O)SC1=S,nt,-7,nt,-38,-1.7,nt,-19,22,nt
COCCCN1C(=O)c2ccc(C(=O)Nc3ccccc3OC)cc2C1=O,95,-14,96,-2,-0.62,-14,0,-2,98
CC1CCN(C(=O)c2cc3ccccc3o2)CC1,107,-7,106,0,0.85,1,19,3,102
Cn1c(=O)[nH]c(=O)c2c1nc(N1CCOCC1)n2CC(O)COc1ccccc1 (stereo not drawn),86,21,93,36,0.64,9,-10,-8,102
Cn1c(N/N=C/c2c[nH]c3ccccc23)nc2ccccc21,nt,7,nt,-5,-0.35,nt,22,-7,nt

# Source: PubChem (several laboratories)
